From PubChem BioAssay
PI5P4Ka inh – inhibitors of human PI5P4K alpha | P48426 | PI5P4Kalpha enzyme, ADP-Glo luminescence, 60 min; active compounds read low | max response, % | 330,000 compounds, 1.2% hits | AID 652105; active = max response of -50% or lower; inconclusive = between -30% and -50%; inactive = -30% or higher; also: value at the top dose of about 77 µM; % is scaled to controls: 0 for no effect and ±100 for the full control effect
Target sequence (P48426 whole entry, looked up): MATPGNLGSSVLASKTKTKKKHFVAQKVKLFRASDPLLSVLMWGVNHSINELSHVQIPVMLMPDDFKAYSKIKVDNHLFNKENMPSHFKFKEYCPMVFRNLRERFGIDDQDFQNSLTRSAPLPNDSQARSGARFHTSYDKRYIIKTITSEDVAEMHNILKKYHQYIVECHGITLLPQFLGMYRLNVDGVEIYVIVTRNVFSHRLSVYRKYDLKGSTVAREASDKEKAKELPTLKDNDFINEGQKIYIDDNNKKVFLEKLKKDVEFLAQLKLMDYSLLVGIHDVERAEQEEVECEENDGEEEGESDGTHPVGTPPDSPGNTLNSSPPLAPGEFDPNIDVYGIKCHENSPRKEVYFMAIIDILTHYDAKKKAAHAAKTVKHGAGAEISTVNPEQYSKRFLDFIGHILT
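Human PI5P4Kalpha with substrate in 0.038 M HEPES pH 7.4, 0.28 mM EGTA, 0.1% CHAPS, 5% DMSO; reaction started with 5 microM ATP (final), 60 min at room temperature. ADP formed read by ADP-Glo luminescence.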
EPAC1 antag – blocks human EPAC1 exchange factor | EPAC1 GEF assay, Rap1b-BODIPY-GDP exchange fluorescence | O95398 | Potency, µM (highest dose often 115 µM), inactives show at the highest dose activity change, negative = inhibition, most hits filed as inhibitors | 360,000 compounds, 0.14% hits;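 also: potency is read from the fitted curve at half-maximal effect; plate controls were vehicle for no effect and positive control for full effect; nearly all actives have a fitted effect of over 50% in size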
PLK1 PBD inh – PLK1 (human) polo-box domain binding inhibition; P53350; Plk1 PBD binding of FITC phosphopeptide, fluorescence polarization; Potency, µM, without a hit: max response, negative = inhibition, usual class: inhibitors; 360,000 compounds, 2.8% hits; also: potency is read from the fitted curve at half-maximal effect; series mostly up to about 57 µM; % is scaled to controls: 0 for no effect and ±100 for the full control effect; nearly all actives have a fitted effect of over 65% in size
Target sequence (P53350 whole entry, looked up, the tested form may be a part): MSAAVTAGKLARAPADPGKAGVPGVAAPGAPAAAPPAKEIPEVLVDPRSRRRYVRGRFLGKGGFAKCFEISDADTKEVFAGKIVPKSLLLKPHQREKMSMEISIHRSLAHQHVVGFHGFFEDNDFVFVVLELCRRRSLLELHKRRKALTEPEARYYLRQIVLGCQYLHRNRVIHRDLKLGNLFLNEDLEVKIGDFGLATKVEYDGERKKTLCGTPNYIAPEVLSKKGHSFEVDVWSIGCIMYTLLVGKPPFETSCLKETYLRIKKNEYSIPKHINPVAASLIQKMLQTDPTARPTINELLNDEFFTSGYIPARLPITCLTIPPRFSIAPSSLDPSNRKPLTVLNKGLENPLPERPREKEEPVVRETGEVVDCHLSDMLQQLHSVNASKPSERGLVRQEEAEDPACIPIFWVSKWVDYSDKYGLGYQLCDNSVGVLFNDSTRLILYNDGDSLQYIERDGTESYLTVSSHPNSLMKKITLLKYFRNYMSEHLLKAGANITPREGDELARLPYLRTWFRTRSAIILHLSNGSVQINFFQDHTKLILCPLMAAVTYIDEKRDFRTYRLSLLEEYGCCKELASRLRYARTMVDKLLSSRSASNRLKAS
EPAC1 agonist – agonists of human EPAC1; Potency, µM (highest dose often 154 µM), without a hit: at the top dose activation, usual class: activators; AID 720707; EPAC1 agonist qHTS, biochemical assay; response scale: 100% = response to 6.5 mM cAMP; O95398; 360,000 compounds, 0.073% hits; also: potency is read from the fitted curve at half-maximal effect; nearly all actives have a fitted effect of over 60% in size
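Multi-concentration qHTS readout: loss of Rap1B-bound BODIPY-GDP fluorescence driven by 100 nM EPAC1 with excess GDP (50 uM), monitored kinetically at room temperature; agonist response expressed relative to 6.5 mM cAMP.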
Abeta yeast res – A-beta toxicity reversal in yeast. Potency, µM (titrated, usually from 46.1 µM), for inactives: at the top dose growth rescue, most hits filed as activators. AID 1347071. yeast expressing A-beta42, growth rescue, OD600, 48 h; response scale: 0% DMSO, 100% iron-clioquinol control. 410,000 compounds, 0.063% hits; also: potency is read from the fitted curve at half-maximal effect; nearly all actives have a fitted effect of over 55% in size
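Growth rescue measured by 600 nm absorbance after 48 h yeast culture at 30 C with compound. Values normalized between DMSO and an equimolar ferric chloride plus clioquinol control.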
IL2 activator – activates IL-2 in a cell-based reporter assay | IL-2 activation reporter assay, cell-based qHTS; stimulated with anti-CD3/CD4/CD28 beads; in transgenic mouse T cells | activation, % (series mostly up to about 46 µM) | 360,000 compounds, 0.065% hits; in the data active = activation above about 50%; inconclusive = mostly about 30% to 49%; also: 0% is about no effect
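Readout is EGFP and DsRed signal by fluorescent plate cytometry after 18 h at 37 degrees C. Transgenic mouse T cells (750/well) received compound for 60 min before bead stimulation (anti-CD3, anti-CD4, anti-CD28); memory T cells served as non-tolerant control.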
FUS yeast rescue – FUS proteinopathy suppression in yeast; S. cerevisiae FUS-expressing, growth rescue, OD600, 24 h; Potency, µM (doses to about 76.6 µM), for inactives: at the top dose growth rescue (activation), usual class: activators; 390,000 compounds, 0.24% hits;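 also: potency is read from the fitted curve at half-maximal effect; plate controls were DMSO vehicle for no effect and reference control for full effect; nearly all actives have a fitted effect of over 55% in size; some results filed as inactive show a strong effect at the top dose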
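Compound concentration series was pinned onto galactose-induced FUS-expressing yeast seeded at OD 0.005. Plates sat 24hr at 30C; absorbance at 600 nm gave growth. DMSO served as background control.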
WRN inhibitor – blocks human WRN helicase. Q14191. Potency, µM (highest dose often 114 µM), inactives show at the highest dose activity change, negative = inhibition, actives largely listed as inhibitors. 360,000 compounds, 0.46% hits. WRN helicase unwinding, fluorescent forked duplex, kinetic; also: potency is read from the fitted curve at half-maximal effect; % is scaled to controls: 0 for no effect and ±100 for the full control effect; nearly all actives have a fitted effect of over 55% in size
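Primary qHTS, 1536-well format. 20 nM WRN + compound, 15 min RT; start with 100 nM forked fluorophore/quencher duplex, 2 mM ATP (final); kinetic read ex 525/em 598 nm.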
* marks the source's active call; other numbers are inactive results; [ ] = another dose, or the depositor's remark. Unless noted, calls follow the shape of the dose curve; as a rule, active = well fitted curve in the direction sought with a large enough effect; inconclusive = small, poorly fitted or top-dose-only effect, or another doubt; inactive = no such curve, though single readings can be large; an effect the other way counts as inactive or inconclusive.

How did O=C(CSc1nnc(CNC(=O)c2ccco2)o1)Nc1nc2ccccc2s1 do in these assays?
PI5P4Ka inh: -13; EPAC1 antag: -8%; PLK1 PBD inh: -16%; EPAC1 agonist: -13%; Abeta yeast res: -15%; IL2 activator: 1.5; FUS yeast rescue: -1%; WRN inhibitor: -2%

How did Cc1ccc([N+](=O)[O-])c(OCCN2CCNCC2)c1 do in these assays?
PI5P4Ka inh: 3; EPAC1 antag: 12%; PLK1 PBD inh: 0%; EPAC1 agonist: 4%; Abeta yeast res: -9%; IL2 activator: 0.3; FUS yeast rescue: -23%; WRN inhibitor: 13%

What do the screens show for `Cc1nc(SCC2(C)CC2(Cl)Cl)n[nH]1` (centres undefined)?
PI5P4Ka inh: 0; EPAC1 antag: 0%; PLK1 PBD inh: -13%; EPAC1 agonist: 2%; Abeta yeast res: -7%; IL2 activator: 0.2; FUS yeast rescue: -16%; WRN inhibitor: -8%

How did CC1Cc2ccccc2N1C(=O)CSc1nnc(Cn2nnc3ccccc32)n1C (centres undefined) do in these assays?
PI5P4Ka inh: 0; EPAC1 antag: -15%; PLK1 PBD inh: -7%; EPAC1 agonist: 10%; Abeta yeast res: -3%; IL2 activator: -0.5; WRN inhibitor: -16%

Results for O=c1[nH]c2c(c(=O)n1-c1ccccc1)CCO2 ?
PI5P4Ka inh: 3; EPAC1 antag: -3%; PLK1 PBD inh: -5%; EPAC1 agonist: 0%; Abeta yeast res: 7%; IL2 activator: 0.2; WRN inhibitor: 2%

How did O=C(c1ccco1)N1CCN(C(=O)c2ccccc2[N+](=O)[O-])CC1 do in these assays?
PI5P4Ka inh: 9; EPAC1 antag: -15%; PLK1 PBD inh: -3%; EPAC1 agonist: 8%; Abeta yeast res: -25%; IL2 activator: -0.2; FUS yeast rescue: 15%; WRN inhibitor: -5%

What do the screens show for `COc1ccc(C(C(=O)NC2CCCC2)N(C(=O)c2ccco2)c2ccc3c(c2)OCO3)cc1OC` (centres undefined)?
PI5P4Ka inh: -4; EPAC1 antag: -3%; PLK1 PBD inh: -7%; EPAC1 agonist: 6%; Abeta yeast res: 4%; IL2 activator: 0.5; FUS yeast rescue: 26%; WRN inhibitor: 8%

What do the screens show for `COc1ccc(NC(=O)N(C)C[C@H]2OCc3cnnn3CCCC(=O)N([C@H](C)CO)C[C@@H]2C)cc1`?
PI5P4Ka inh: 1; EPAC1 antag: -5%; PLK1 PBD inh: -24%; EPAC1 agonist: -12%; Abeta yeast res: -5%; IL2 activator: -0.1; FUS yeast rescue: -21%; WRN inhibitor: -4%

How did CCSc1nnc(NC(=O)Cc2cccc(OC)c2)s1 do in these assays?
PI5P4Ka inh: 1; EPAC1 antag: -19%; PLK1 PBD inh: -5%; EPAC1 agonist: 25%; Abeta yeast res: 4%; IL2 activator: -0.3; FUS yeast rescue: 11%; WRN inhibitor: 5%[57.1 µM]

How did c1ccc(-c2nc3c4ccccc4ccn3c2Cc2ccsc2)cc1 do in these assays?
PI5P4Ka inh: 1; EPAC1 antag: 4%; PLK1 PBD inh: -1%; EPAC1 agonist: 3%; Abeta yeast res: -11%; IL2 activator: 1.6; FUS yeast rescue: 26%; WRN inhibitor: -4%

Results for COC(=O)c1ccc(/C=N/N2CCN(Cc3ccccc3Cl)CC2)cc1 ?
PI5P4Ka inh: 2; EPAC1 antag: 13%; PLK1 PBD inh: 3%; EPAC1 agonist: 1%; Abeta yeast res: -9%; IL2 activator: -0.3; FUS yeast rescue: 2%; WRN inhibitor: 0%

What do the screens show for `C/C(Nc1cccc(F)c1)=C(/C#N)C(N)=O`?
EPAC1 antag: 5%; PLK1 PBD inh: 3%; EPAC1 agonist: -3%; Abeta yeast res: -2%; IL2 activator: -1.8; FUS yeast rescue: -4%; WRN inhibitor: -8%

Results for CCOC(=O)c1c(-c2ccccc2)oc2cc(CN(C)C)c(O)c(CN(C)C)c12 ?
EPAC1 antag: 17%; PLK1 PBD inh: -8%; EPAC1 agonist: 10%; Abeta yeast res: -50%[inhibitor]; IL2 activator: 1.1; FUS yeast rescue: 14%; WRN inhibitor: -3%

How did N#CCSc1nc(-c2ccccc2)cs1 do in these assays?
PI5P4Ka inh: -3; EPAC1 antag: -6%; PLK1 PBD inh: -3%; EPAC1 agonist: 11%; Abeta yeast res: 3%[9.22 µM]; IL2 activator: 8.7; FUS yeast rescue: -40%; WRN inhibitor: -16%

What do the screens show for `COc1ccc(CCNC(=O)C2(C)CCC(=O)N2Cc2ccc(C)cc2)cc1OC` (centres undefined)?
PI5P4Ka inh: -8; EPAC1 antag: -6%; PLK1 PBD inh: 2%; EPAC1 agonist: -1%; Abeta yeast res: -5%; IL2 activator: -1.5; FUS yeast rescue: 4%; WRN inhibitor: 1%

Results for Cc1c(NC(=O)c2ccc(S(=O)(=O)Nc3ccccc3F)cc2)c(=O)n(-c2ccccc2)n1C ?
PI5P4Ka inh: 2; EPAC1 antag: 7%; PLK1 PBD inh: -1%; EPAC1 agonist: -4%; Abeta yeast res: -3%; IL2 activator: -0.2; WRN inhibitor: -21%

What do the screens show for `Cc1cc(=O)[nH]c2c1c(C)nn2C1CCCC1`?
EPAC1 antag: -1%; PLK1 PBD inh: -8%; EPAC1 agonist: -1%; Abeta yeast res: 6%; IL2 activator: -1.7; FUS yeast rescue: 16%; WRN inhibitor: 2%

How did CCCCCc1ccc(-c2cn(CN3C(=O)c4ccccc4C3=O)nn2)cc1 do in these assays?
PI5P4Ka inh: 8; EPAC1 antag: -7%; PLK1 PBD inh: -7%; EPAC1 agonist: 0%; Abeta yeast res: -5%; IL2 activator: -0.5; FUS yeast rescue: -21%; WRN inhibitor: 8%

Results for O=S(=O)(Nc1cccc2[nH]ncc12)c1cccs1 ?
PI5P4Ka inh: -19; EPAC1 antag: -10%; PLK1 PBD inh: -1%; EPAC1 agonist: 8%; Abeta yeast res: -7%; IL2 activator: -1.1; FUS yeast rescue: 9%; WRN inhibitor: -18%

What do the screens show for `Cc1cccc(C(=O)Oc2csc(=S)n2C(=O)c2cccc(C)c2)c1`?
EPAC1 antag: -13%; PLK1 PBD inh: 4.7µM*; EPAC1 agonist: -1%; Abeta yeast res: 21%; IL2 activator: -1.8; FUS yeast rescue: 34%; WRN inhibitor: -16%

What do the screens show for `COCCN1C(=O)Cc2c1nc(N)c1c(N)nc(N3CCN(c4ccc(F)cc4)CC3)c(C#N)c21`?
PI5P4Ka inh: inconclusive; EPAC1 antag: 15%; PLK1 PBD inh: -25%; EPAC1 agonist: -16%; Abeta yeast res: 6%; IL2 activator: -0.5; FUS yeast rescue: inconclusive; WRN inhibitor: -11%

Results for CCOc1ccc(N2C(=O)Cc3ccccc3C2=O)cc1 ?
PI5P4Ka inh: -2; EPAC1 antag: -4%; PLK1 PBD inh: -7%; EPAC1 agonist: 9%; Abeta yeast res: 1%; IL2 activator: 2.1; FUS yeast rescue: 11%; WRN inhibitor: -11%

What do the screens show for `CCOc1cccc(OCCOCCOc2ccccc2C(C)=O)c1`?
PI5P4Ka inh: -6; EPAC1 antag: -2%; PLK1 PBD inh: -2%; EPAC1 agonist: 5%; Abeta yeast res: 19%; IL2 activator: -0.7; WRN inhibitor: 7%

What do the screens show for `CCN1CCN(CCNC(=O)Cn2c(=O)c3cccn3c3ccc(F)cc32)CC1`?
PI5P4Ka inh: 3; EPAC1 antag: -13%; PLK1 PBD inh: -7%; EPAC1 agonist: 4%; Abeta yeast res: -7%; IL2 activator: -1.7; FUS yeast rescue: -17%; WRN inhibitor: 1%

What do the screens show for `COC(=O)CCSCC(=O)Nc1ccc(C)c(S(=O)(=O)N2CCCCC2)c1`?
PI5P4Ka inh: 21; EPAC1 antag: 16%; PLK1 PBD inh: -3%; EPAC1 agonist: 1%; Abeta yeast res: -13%; IL2 activator: -1.7; FUS yeast rescue: 6%; WRN inhibitor: 1%

Results for COc1ccc(NC(=S)N2CCC(N(C)CC3CCCO3)CC2)cc1 (centres undefined) ?
PI5P4Ka inh: -6; EPAC1 antag: 3%; PLK1 PBD inh: -5%; EPAC1 agonist: 13%; Abeta yeast res: -19%; IL2 activator: 0.3; WRN inhibitor: -25%

How did Cn1cc(S(=O)(=O)NC2CCCCC2)c(=O)n(C)c1=O do in these assays?
PI5P4Ka inh: -5; EPAC1 antag: -3%; PLK1 PBD inh: -1%; EPAC1 agonist: 6%; Abeta yeast res: 2%; IL2 activator: 0.4; FUS yeast rescue: -13%; WRN inhibitor: -6%

How did CCC(CC)C(=O)N1N=C(c2ccc(NS(C)(=O)=O)cc2)CC1c1ccc(C)cc1 (centres undefined) do in these assays?
PI5P4Ka inh: -3; EPAC1 antag: -6%; PLK1 PBD inh: -7%; EPAC1 agonist: 13%; Abeta yeast res: 24%; IL2 activator: 1.2; FUS yeast rescue: 36%; WRN inhibitor: -3%

What do the screens show for `CC(=O)c1ccc(NC(=S)NCC(c2ccco2)N2CCCC2)cc1` (centres undefined)?
PI5P4Ka inh: 1; EPAC1 antag: -8%; PLK1 PBD inh: -10%; EPAC1 agonist: 5%; Abeta yeast res: -13%; IL2 activator: 2.0; FUS yeast rescue: -30%; WRN inhibitor: 7%

What do the screens show for `Cc1cc(C)c2nc(N3CCN(C(=O)c4ccco4)CC3)sc2c1`?
PI5P4Ka inh: -6; EPAC1 antag: -14%; PLK1 PBD inh: -3%; EPAC1 agonist: 4%; Abeta yeast res: -21%; IL2 activator: -0.3; FUS yeast rescue: 27%; WRN inhibitor: -14%

What do the screens show for `N#Cc1ccc(CSc2nnc(COc3ccccc3)n2-c2ccccc2)cc1`?
EPAC1 antag: 4%; PLK1 PBD inh: 1%; EPAC1 agonist: 8%; Abeta yeast res: 13%; IL2 activator: -2.2; FUS yeast rescue: 35%; WRN inhibitor: -10%

Reprinted at random: 2 records from the list.
What do the screens show for `N#Cc1ccc(CSc2nnc(COc3ccccc3)n2-c2ccccc2)cc1`?
EPAC1 antag: 4%; PLK1 PBD inh: 1%; EPAC1 agonist: 8%; Abeta yeast res: 13%; IL2 activator: -2.2; FUS yeast rescue: 35%; WRN inhibitor: -10%

What do the screens show for `Cc1cc(C)c2nc(N3CCN(C(=O)c4ccco4)CC3)sc2c1`?
PI5P4Ka inh: -6; EPAC1 antag: -14%; PLK1 PBD inh: -3%; EPAC1 agonist: 4%; Abeta yeast res: -21%; IL2 activator: -0.3; FUS yeast rescue: 27%; WRN inhibitor: -14%
